# Source: PubChem (National Center for Advancing Translational Sciences (NCATS))
# mIDH1 inhibitor: qHTS for Inhibitors of mutant isocitrate dehydrogenase 1 (IDH1): qHTS. Isocitrate dehydrogenase [NADP] cytoplasmic (Homo sapiens), O75874. IDH1-R132H enzyme, NADPH consumption, diaphorase/resazurin fluorescence. Potency, µM (doses to about 76.6 µM), inactives show at the highest dose activity change, negative = inhibition, actives largely listed as inhibitors. actives 0.093% (n = 390,000). AID 602179, 2012; also: potency is read from the fitted curve at half-maximal effect; % is scaled to controls: 0 for no effect and ±100 for the full control effect; nearly all actives have a fitted effect of over 65% in size
#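 IDH1-R132H (0.5 ug/mL dispensed) in pH 7.5 Tris buffer was preincubated 30 min with compound, then given a substrate mix of 0.016 mM NADPH and 2 mM alpha-KG for 80 min at room temperature; remaining NADPH was read by diaphorase/resazurin fluorescence.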
# USP1 inh: Inhibitors of USP1/UAF1: Primary Screen; Potency, µM (series often up to 57.1 µM), inactives show at the top dose activity change, negative = inhibition, usual class: inhibitors; actives 0.23% (n = 390,000); recombinant USP1/UAF1, Ub-Rhodamine cleavage fluorescence; Ubiquitin carboxyl-terminal hydrolase 1 (Homo sapiens), O94782; also: potency is read from the fitted curve at half-maximal effect; % is scaled to controls: 0 for no effect and ±100 for the full control effect; nearly all actives have a fitted effect of over 60% in size; inactives centre near -12
# Target sequence (O94782 whole entry, looked up): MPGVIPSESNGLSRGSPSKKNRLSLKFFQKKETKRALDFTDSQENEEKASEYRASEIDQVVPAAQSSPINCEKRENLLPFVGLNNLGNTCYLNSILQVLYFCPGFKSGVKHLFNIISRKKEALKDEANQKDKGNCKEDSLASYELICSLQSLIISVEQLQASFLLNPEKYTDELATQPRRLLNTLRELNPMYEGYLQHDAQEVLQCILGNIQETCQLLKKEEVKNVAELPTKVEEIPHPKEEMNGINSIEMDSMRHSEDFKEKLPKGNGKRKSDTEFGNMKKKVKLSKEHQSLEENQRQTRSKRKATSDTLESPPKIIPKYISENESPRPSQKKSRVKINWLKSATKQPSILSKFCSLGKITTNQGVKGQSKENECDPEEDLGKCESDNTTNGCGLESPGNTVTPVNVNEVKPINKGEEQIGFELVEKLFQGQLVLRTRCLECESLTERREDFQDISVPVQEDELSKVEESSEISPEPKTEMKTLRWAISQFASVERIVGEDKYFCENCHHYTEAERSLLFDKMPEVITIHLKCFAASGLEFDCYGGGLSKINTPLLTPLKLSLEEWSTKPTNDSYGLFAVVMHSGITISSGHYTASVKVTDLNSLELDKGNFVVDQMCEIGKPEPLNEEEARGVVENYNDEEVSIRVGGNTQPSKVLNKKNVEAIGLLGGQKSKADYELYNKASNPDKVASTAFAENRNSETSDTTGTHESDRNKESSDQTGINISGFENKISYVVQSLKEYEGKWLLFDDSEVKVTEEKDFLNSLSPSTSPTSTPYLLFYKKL
#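 USP1/UAF1 complex at 1 nM was preincubated with compound for 15 min at room temperature, then Ub-Rho substrate (150nM final) was added. Fluorescence (480/540 nm) was read kinetically, 6 reads every 60 seconds.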
# TRHR enhancer: qHTS for Small Molecule Agonists and Allosteric Enhancers of Human TRH Receptor: Primary Screen for Enhancers; TRHR cells, fluo-8 calcium fluorescence, EC20 TRH enhancement; enhancement, % at 2 µM; actives 0.66% (n = 360,000); in the data active = enhancement above about 30%; also: 0% is about no effect
#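 TRHR-expressing cells loaded with fluo-8 calcium dye were read kinetically (ex 480/em 530) during compound addition, then stimulated with an EC20 of TRH (10 nM final). Enhancement of the Gq-mediated intracellular calcium response was scored.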
# Pin1 inhibitor: qHTS Assay to Find Inhibitors of Pin1 | AID 504891, 2011 | actives 0.009% (n = 390,000) | Pin1 FP peptide displacement, HiFluor488, 10 min | Potency, µM (titrated, usually from 115 µM), without a hit: top-dose activity, negative = inhibition, most hits filed as inhibitors; active = well fitted inhibition curve with a large enough effect in the polarisation, with a control signal flat, not every such curve was filed as active; inconclusive = small, poorly fitted or top-dose-only effect, or effect the other way, or a change in a side signal; inactive = no such curve, though single readings can be large or run the other way; the % refers to the polarisation; also: potency is read from the fitted curve at half-maximal effect; % is scaled to controls: 0 for no effect and ±100 for the full control effect
# Target sequence (Q13526 whole entry, looked up): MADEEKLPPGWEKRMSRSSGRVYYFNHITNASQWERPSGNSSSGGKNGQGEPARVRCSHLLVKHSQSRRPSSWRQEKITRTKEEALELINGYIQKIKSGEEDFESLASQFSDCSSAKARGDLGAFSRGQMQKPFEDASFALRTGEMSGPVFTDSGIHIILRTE
# TRHR ag: qHTS for Small Molecule Agonists and Allosteric Enhancers of Human TRH Receptor: Primary Screen for Agonists; actives 0.18% (n = 360,000); TRHR cells, calcium flux fluo-8, FDSS agonist mode; AID 493084, 2011; Thyrotropin-releasing hormone receptor (Homo sapiens), P34981; activation, % at 2 µM; in the data active = activation above about 30%; also: 0% is about no effect
#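 TRHR-expressing cells, plated overnight in medium with 10% serum, were loaded with fluo-8 calcium dye at room temperature. After a 10 s baseline, library compound was pin-added and calcium release was recorded kinetically (ex 480/em 530) as agonist response.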
# D2 ag: HTS Assay for Allosteric Agonists of the Human D2 Dopamine Receptor: Primary Screen for Agonists. HEK293 T-REx D2 cells, calcium flux agonist mode. actives 0.53% (n = 340,000). activation, % at 2 µM. D(2) dopamine receptor (Homo sapiens), P14416;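 active = activation over 3 SD above normal in the single-dose calcium agonist read, cut at about 30% in these data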; also: 0% is about no effect
#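 Tetracycline-induced HEK293 Trex cells with D2 receptor force-coupled to calcium signaling, plated overnight at 30 C and loaded with no-wash calcium dye. Calcium flux read kinetically for 180 s after compound addition; responses flag agonists.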
# TrxR1 substrate: qHTS Assay for Substrates of Mammalian Selenoprotein Thioredoxin Reductase 1 (TrxR1): qHTS. Thioredoxin reductase 1, cytoplasmic (Rattus norvegicus), O89049. purified TrxR1 substrate turnover, NADPH consumption readout. actives 0.01% (n = 390,000). Potency, µM (series often up to 114 µM), inactives show at the top dose activity change, negative = substrate turnover; also: potency is read from the fitted curve at half-maximal effect; % is scaled to controls: 0 for no effect and ±100 for the full control effect; nearly all actives have a fitted effect of over 50% in size
#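 Rat TrxR1, dispensed at 90 nM, was prereduced with 400 uM NADPH (final) for 5 min at ~22 deg C, then incubated with compound 15 min before 400 uM selenite. A first-read NADPH fluorescence drop versus no-compound background flagged substrates.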
# TrxR1 inh: qHTS Assay for Inhibitors of Mammalian Selenoprotein Thioredoxin Reductase 1 (TrxR1): qHTS; AID 588453, 2011; Thioredoxin reductase 1, cytoplasmic (Rattus norvegicus), O89049; actives 1% (n = 390,000); recombinant rTrxR1, NADPH fluorescence consumption, selenite substrate; Potency, µM (top dose mostly 114 µM), for the others: at the top dose activity change, negative = inhibition, most hits filed as inhibitors; also: potency is read from the fitted curve at half-maximal effect; % is scaled to controls: 0 for no effect and ±100 for the full control effect; nearly all actives have a fitted effect of over 65% in size
#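 Rat TrxR1 (90 nM in the dispensed reagent) was pre-reduced with 400 uM NADPH for 5 min at room temperature, then incubated with compound for 15 min. After 400 uM selenite was added, NADPH fluorescence (Ex 340/Em 450 nm) was followed for 8 min.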
# D2 antag: HTS Assay for Allosteric Antagonists of the Human D2 Dopamine Receptor: Primary Screen for Antagonists | D(2) dopamine receptor (Homo sapiens), P14416 | HEK293 TREx D2 cells, calcium flux, dopamine EC80 | inhibition, % at 10 µM | actives 2% (n = 340,000); in the data active = inhibition above about 30%; also: 0% is about no effect
#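 Tetracycline-induced HEK293 TREx cells expressing D2 receptor forced-coupled to calcium signalling, loaded with no-wash calcium dye. Compounds added and calcium flux read 180 s, then dopamine added at EC80 and read a further 180 s.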
# The depositor's hits bear a star; ? = inconclusive; · = no result given; & = joins results of further samples; [ ] = another dose, or the depositor's remark. Unless noted, calls follow the shape of the dose curve; as a rule, active = well fitted inhibition curve with a large enough effect; inconclusive = small, poorly fitted or top-dose-only effect; inactive = no such curve, though single readings can be large or run the other way. An excerpt (hit frequency here may not be typical).
smiles	Pin1 inhibitor	mIDH1 inhibitor	D2 ag	D2 antag	TrxR1 substrate	TrxR1 inh	TRHR ag	USP1 inh	TRHR enhancer
CCn1c(=O)c2c(n3c(=S)[nH]nc13)-c1ccccc1CC21CCCCC1	9%	-19%	·	·	-1%	?	-0.7	-30%	-5
O=S(=O)(Nc1ccc(Nc2ccccc2)cc1)c1ccc(F)cc1	9%	5%	·	·	5%	28%	·	-17%	·
COC(=O)CNC(=O)c1cc(-c2ccncc2)nc2ccc(C)cc12	2%	-4%	-0.2	6	58%[activator]	24%	0.0	-21%	-5
CCCSc1nnc2c(n1)OC(CC)N(C(C)=O)c1ccccc1-2 (centres undefined)	2%	-6%	·	·	-4%	-1%	-0.1	-9%	-3
COc1ccc(CCC(=O)OCC(=O)Nc2sccc2C(N)=O)cc1	-5%	-9%	0.1	-3	-17%	-16%	-0.2	-1%	-5
COc1ccc(C(=O)OCC(=O)Nc2ccc(F)c(F)c2)cc1OC	0%	-9%	0.7	17	1%	3%[57.1 µM]	0.4	-10%	-8
CC1CCC2(CC1)NC(=O)c1ccccc1O2 (centres undefined)	3%	3%	0.6	2	8%[57.1 µM]	21%[57.1 µM]	0.1	-11%	-1
COc1cccc(N2CCN(C(=O)C3Cc4ccccc4N3C(C)=O)CC2)c1 (centres undefined)	-5%	-11%	2.1	·	-3%[57.1 µM]	1%[57.1 µM]	0.3	?	4
Cc1ccc2c(c1)NC(=O)C(CC(=O)NCCN(C)C)O2 (centres undefined)	-5%	-8%	1.3	-24	5%[57.1 µM]	19%[57.1 µM]	1.2	-15%	-7
COc1ccc(NC2=CC(=O)CC(C)(C)C2)cc1	0%	-1%	1.1	4	-7%	-1%	0.0	-19%	-1
O=S(=O)(c1cc(F)cc(F)c1)N1CCN(c2ncccn2)CC1	8%	-2%	1.0	-10	6%[57.1 µM]	9%[57.1 µM]	-0.2	-19%	-4
O=C(O)CCN1C(=O)c2ccc(NC(=O)C(c3ccccc3)c3ccccc3)cc2C1=O	-12%	18%	-1.0	-8	101%[activator]	6%	0.4	-21%	0
COC(=O)Cc1cc(=O)n2c(nc3ccccc32)[nH]1	1%	15%	·	·	71%[activator]	1%	·	-11%	·
COc1ccc(NC(=O)Nc2cccnc2)cc1	3%	3%	-0.1	-12	-1%[57.1 µM]	11%[57.1 µM]	0.1	-19%	3
CCOC(=O)c1ccc(N2C(=O)c3n[nH]c(-c4cccs4)c3C2c2ccc(O)c(OC)c2)cc1 (centres undefined)	17%	?	0.1	·	-5%	?	-0.1	?	-1
CCOc1ccccc1N(CC(=O)Nc1ccc(C)cc1)S(C)(=O)=O	-2%	11%	-0.1	-8	-3%	-5%	-0.1	-7%	0
Cc1c(-c2ccc(O)cc2)nc2nc(-c3ccccc3)c(-c3ccccc3)nn12	·	·	19	1	·	·	15	·	-6
Cc1cc(=O)n(C)c(=O)n1CCCCOc1ccc([N+](=O)[O-])cc1	-5%	1%	-0.4	4	4%	17%[57.1 µM]	-0.2	-18%	7
S=C(N=Nc1ccccc1)NNc1ccccc1	-6%	3%	1.5	-8	0%	-15%	0.2	-24%	5
CC(C)(C)c1ccc(C(=O)Nc2cccc3ncccc23)cc1	?	-2%	-0.3	-5	-1%	17%	9.5	-26%	17

# Ordered by the number under TrxR1 inh (ascending): some entries from above
mol	Pin1 inhibitor	mIDH1 inhibitor	D2 antag	TrxR1 substrate	TrxR1 inh	TRHR ag	USP1 inh	TRHR enhancer
COc1ccc(CCC(=O)OCC(=O)Nc2sccc2C(N)=O)cc1	-5%	-9%	-3	-17%	-16%	-0.2	-1%	-5
CCOc1ccccc1N(CC(=O)Nc1ccc(C)cc1)S(C)(=O)=O	-2%	11%	-8	-3%	-5%	-0.1	-7%	0
COC(=O)Cc1cc(=O)n2c(nc3ccccc32)[nH]1	1%	15%	·	71%[activator]	1%	·	-11%	·
O=C(O)CCN1C(=O)c2ccc(NC(=O)C(c3ccccc3)c3ccccc3)cc2C1=O	-12%	18%	-8	101%[activator]	6%	0.4	-21%	0
COC(=O)CNC(=O)c1cc(-c2ccncc2)nc2ccc(C)cc12	2%	-4%	6	58%[activator]	24%	0.0	-21%	-5
O=S(=O)(Nc1ccc(Nc2ccccc2)cc1)c1ccc(F)cc1	9%	5%	·	5%	28%	·	-17%	·

# Further compounds
smiles	Pin1 inhibitor	mIDH1 inhibitor	D2 ag	D2 antag	TrxR1 substrate	TrxR1 inh	TRHR ag	USP1 inh	TRHR enhancer
O=C(NCCCN1CCOCC1)c1ccc(CNS(=O)(=O)c2ccc(Br)cc2)cc1	2%	3%	-1.0	-25	0%	-2%	-0.3	-10%	-4
O=C(CSc1nnc(Cc2ccccc2)o1)Nc1ccccc1	2%	6%	0.0	-37	-7%	-10%	-0.2	-3%	-1
CCOc1ccc(CCNC(=O)c2cccc(NC3=NC4CS(=O)(=O)CC4S3)c2)cc1 (centres undefined)	0%	-8%	-0.9	5	-6%	-6%[57.1 µM]	-0.9	0%	34*
Cc1ccccc1C(=O)NCC(=O)OCC(=O)NC(C)C1CC2CCC1C2 (centres undefined)	-1%	-9%	0.4	-27	0%	11%	-0.2	-20%	0
O=C(CNC(=O)N1CC(=O)Nc2ccccc21)Nc1cc(Cl)ccc1Cl	14%	-1%	0.0	20	0%	12%	0.5	-19%	-5
Cc1cc[n+](-c2[nH]c(=O)sc2/C=N/N=C(\[O-])c2ccccc2)cc1	·	-1%	-0.1	18	-17%	-8%	-0.1	-19%	14
O=C(Cc1ccccc1F)Nc1nc(-c2cccnc2)cs1	16%	3%	0.1	-2	-2%	10%	-2.0	-23%	-5
CCC(C)NC(=O)N[C@@H](Cc1ccccc1)C(=O)O (some centres undefined)	-3%	1%	-0.1	-10	1%[11.4 µM]	2%[11.4 µM]	-0.2	-1%	-4
CCOC(=O)c1ccccc1NC(=O)c1sc2nc(-c3ccc(F)cc3)cn2c1C	3%	-18%	·	·	3%[57.1 µM]	18%[57.1 µM]	1.1	-7%	-3
CNC(=S)Nc1sc2c(c1C(=O)OC)CCC2	2%	4%	0.5	-2	6%	-12%	-0.2	-13%	7

# Record cards, as listed above. Order of screens: Pin1 inhibitor	mIDH1 inhibitor	D2 ag	D2 antag	TrxR1 substrate	TrxR1 inh	TRHR ag	USP1 inh	TRHR enhancer
# Listed for CNC(=S)Nc1sc2c(c1C(=O)OC)CCC2 : 2%	4%	0.5	-2	6%	-12%	-0.2	-13%	7
# Listed for O=C(CSc1nnc(Cc2ccccc2)o1)Nc1ccccc1 : 2%	6%	0.0	-37	-7%	-10%	-0.2	-3%	-1
# Listed for O=C(NCCCN1CCOCC1)c1ccc(CNS(=O)(=O)c2ccc(Br)cc2)cc1 : 2%	3%	-1.0	-25	0%	-2%	-0.3	-10%	-4
# Listed for CCOc1ccc(CCNC(=O)c2cccc(NC3=NC4CS(=O)(=O)CC4S3)c2)cc1 (centres undefined) : 0%	-8%	-0.9	5	-6%	-6%[57.1 µM]	-0.9	0%	34*

# (listing goes on)
smiles	Pin1 inhibitor	mIDH1 inhibitor	D2 ag	D2 antag	TrxR1 substrate	TrxR1 inh	TRHR ag	USP1 inh	TRHR enhancer
COc1ccc(N2CCN(C(=O)Nc3cccc(C(F)(F)F)c3)CC2)cc1	-1%&1%	7%&0%	0.5&0.7	6	-1%&-9%	10%&5%	1.1&0.5	-9%&2%	4&15
CCC(C)(C)NC(=O)C(c1ccc(O)cc1)N(C(=O)Cn1nnc2ccccc21)c1ccc(NC(C)=O)cc1 (centres undefined)	-1%	16%	0.7	-14	6%	18%	0.1	-5%	7
O=C(Cc1cccc2ccccc12)N/N=C/c1ccc(Sc2nc3ccccc3s2)o1	21%	8%	-1.2	-21	6%[57.1 µM]	22%[57.1 µM]	-0.8	-27%	-7
Cc1cccc(N2CCN(C(=O)C3CCN(S(=O)(=O)c4cccc5cccnc45)CC3)CC2C)c1 (centres undefined)	24%	-12%	-1.9	-14	-6%	?	-0.9	0%	6
Cc1c(OCC(=O)N2CCC(C(=O)O)CC2)ccc2c3c(c(=O)oc12)CCC3	-8%	4%	0.2	4	95%[activator]	14µM*	-0.6	11%	-9
CCCCC(CC)CNC(=O)C1CCC(CNS(=O)(=O)c2cccc3nsnc23)CC1 (centres undefined)	?	-7%	0.6	·	-6%	7%	1.0	-18%	-7
COc1cccc(CNC(=O)CN2N=C(c3ccc(C)cc3)CCC2=O)c1	-1%	-1%	0.4	·	5%[57.1 µM]	18%[57.1 µM]	-0.7	9%	-4
COc1ccc(Cn2nnc3c(=O)[nH]c(C4CCN(C(=O)c5ccc(C)cc5)CC4)nc32)cc1OC	0%	10%	0.4	·	3%	13%	-0.4	-12%	4
Cc1cccc(CN2C(=O)N/C(=C/c3cc(C)n(-c4ccccn4)c3C)C2=O)c1	10%	-2%	-0.8	-1	6%[57.1 µM]	-15%[57.1 µM]	-0.2	2%	5
CC(NCc1ccc2c(c1)OCO2)C(=O)N1CCc2ccccc21 (centres undefined)	3%	9%	-1.2	44*	0%	10%	-0.8	3%	-2
CCC(Sc1nc2ccncc2[nH]1)C(=O)Nc1ccc(F)cc1 (centres undefined)	1%	20%	0.8	·	2%	5%	-0.9	6%	-3
